LYPLA2 inh – LYPLA2 (human) inhibition in PME1 counter-screen; O95372; recombinant LYPLA2, FP-Rh probe fluorescence polarization; actives 0.38% (n = 320,000); inhibition, % at 5.9 µM;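 active = inhibition above the screen-wide mean plus 3 SD, limit set per campaign, cut at about 26% in these data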;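 also: 0% = LYPLA2 with DMSO and 100% = wells lacking LYPLA2 enzyme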
Target sequence (O95372 whole entry, looked up): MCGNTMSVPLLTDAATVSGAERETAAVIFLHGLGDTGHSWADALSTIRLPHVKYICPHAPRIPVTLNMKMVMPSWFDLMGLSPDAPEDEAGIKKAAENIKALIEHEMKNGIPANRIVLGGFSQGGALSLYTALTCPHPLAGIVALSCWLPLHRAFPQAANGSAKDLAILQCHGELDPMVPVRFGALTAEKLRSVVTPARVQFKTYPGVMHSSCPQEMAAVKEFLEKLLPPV
CTSL1 counter – blocks F. hepatica cathepsin L1 in PFM18AAP counter-screen; recombinant F. hepatica cathepsin L1, Z-Leu-Arg-MCA fluorescence; actives 0.49% (n = 300,000); inhibition, % at 5.96 µM; AID 1906;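 active = inhibition above the mean of all tested compounds plus 3 SD, set per screening campaign, cut at about 17% in these data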;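 also: 0% = plate median of test compound wells and 100% = 1 µM Z-Phe-Ala-diazomethylketone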
GASC-1 inh – blocks human GASC-1 demethylase activity | inhibition, % at 2.35 µM | GST-JMJD2C(1-420) H3K9me3 demethylation, DELFIA europium | Q9H3R0 | AID 2099 | actives 0.069% (n = 330,000);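 active = more than half of a compound's replicate wells show inhibition beyond 50%, single wells judged on their own value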;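 also: signal counts dimethyl H3K9 product captured on neutravidin plate; 0% = median of DMSO wells and 100% = 0.3 times that DMSO median; strong numbers were not always called active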
Target sequence (Q9H3R0 1-420 limits assumed): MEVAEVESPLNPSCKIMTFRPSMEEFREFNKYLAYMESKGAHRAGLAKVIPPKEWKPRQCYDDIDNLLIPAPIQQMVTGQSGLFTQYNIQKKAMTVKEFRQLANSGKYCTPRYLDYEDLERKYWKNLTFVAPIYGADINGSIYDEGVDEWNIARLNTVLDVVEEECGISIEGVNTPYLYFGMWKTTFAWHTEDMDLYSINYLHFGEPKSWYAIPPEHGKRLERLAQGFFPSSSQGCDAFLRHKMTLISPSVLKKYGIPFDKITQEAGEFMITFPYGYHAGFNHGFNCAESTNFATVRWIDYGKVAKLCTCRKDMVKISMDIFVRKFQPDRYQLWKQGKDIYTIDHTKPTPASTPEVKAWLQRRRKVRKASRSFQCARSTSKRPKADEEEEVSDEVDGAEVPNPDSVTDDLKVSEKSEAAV
HCV core dimer – blocks dimerization of HCV core protein. actives 0.33% (n = 300,000). inhibition, % at 5 µM. TR-FRET GST/Flag-core106 dimerization, 1536-well. AID 1899;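 active = inhibition above the mean of all tested compounds plus 3 SD, set per screening campaign, cut at about 45% in these data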
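Assay system: tagged HCV core106 pair (GST and Flag); medium: KF-containing HEPES buffer, pH 7.45, DTT, CHAPS, BSA; also added: Eu donor and XL665 acceptor anti-tag antibodies; dosing: 5 µM single dose; timing: compound-protein-antibody incubation 4 h at 22.5 °C; signal: TR-FRET 671 and 617 nm emission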
PP1 counter – blocks human PP1-alpha phosphatase, a PP5 counter-screen | inhibition, % at 6.7 µM | purified PP1alpha, OMFP fluorescence | P62136 | actives 0.9% (n = 320,000);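 active = inhibition above the mean inhibition of all tested compounds plus 3 SD, computed separately for each screening campaign, cut at about 15% in these data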
Target sequence (P62136 whole entry, looked up): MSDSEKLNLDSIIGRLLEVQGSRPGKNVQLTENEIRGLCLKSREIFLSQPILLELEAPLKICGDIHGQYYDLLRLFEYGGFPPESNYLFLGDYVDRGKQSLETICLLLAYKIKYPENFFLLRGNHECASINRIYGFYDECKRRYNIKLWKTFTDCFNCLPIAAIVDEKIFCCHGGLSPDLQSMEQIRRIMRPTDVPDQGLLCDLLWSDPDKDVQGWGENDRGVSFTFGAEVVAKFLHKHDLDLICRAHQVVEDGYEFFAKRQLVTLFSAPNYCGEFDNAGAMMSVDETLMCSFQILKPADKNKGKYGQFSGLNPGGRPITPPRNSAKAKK
PP5 inh – PP5 (human) phosphatase inhibition; AID 1987; purified PP5c, OMFP substrate fluorescence; inhibition, % at 6.7 µM; actives 0.18% (n = 320,000); P53041;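 active = inhibition above the campaign's mean inhibition across all tested compounds plus 3 SD, cut at about 9.5% in these data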;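 also: 0% = DMSO only and 100% = 100 µM cantharidin control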
TPT1 inh – C. albicans TPT1 enzyme inhibition. recombinant caTPT1, FP RNA substrate dephosphorylation. inhibition, % at 5 µM. actives 0.81% (n = 300,000);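 active = inhibition above the mean of all tested compounds plus 3 SD, set per screening campaign, cut at about 24% in these data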;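 also: plate controls were DMSO alone for no effect and ferristatin control at 100 nM for full effect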
PREPL inhibitor – human PREPL enzyme inhibition. Q4J6C6. recombinant PREPL, fluorescence polarization activity-based probe. inhibition, % at 5.96 µM. actives 0.68% (n = 320,000); in the data active = inhibition above about 43%;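 also: 0% = enzyme with DMSO and 100% = wells lacking enzyme; many of its hits are not listed in these tables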
Efflux pump inh – antifungal efflux pump inhibition, Nile Red retention; S. cerevisiae Candida pump triplex; inhibition, % at 10 µM; actives 0.44% (n = 330,000);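 active = plate passing quality check with inhibition over a set limit, or well fluorescence over plate mean plus 4 SD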;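 also: Nile Red retained in pooled yeast measured as flow cytometry median fluorescence; 0% = buffer negative control and 100% = Enniatin B positive control; higher means more Nile Red kept so more efflux inhibition; some compounds called inactive have numbers as strong as hits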
Active calls of the source: *; i = inactive; nt = no result given; & = joins results of further samples. Only part of the results is shown. The share of hits here may be higher or lower than overall.

#	mol	LYPLA2 inh	CTSL1 counter	GASC-1 inh	HCV core dimer	PP1 counter	PP5 inh	TPT1 inh	PREPL inhibitor	Efflux pump inh
1	O=C1CC(c2cccs2)c2cc3c(cc2N1)OCCO3 (stereo not given)	-3	-3	1	9	-2	1.0	1	20	0.0
2	Cc1ccc(N=CC=C2OC(C)(C)C(C)(C)O2)c(C)c1	-1	3	0	-7	-1	3.7	1	1	0.6
3	Cc1ccc(C)n1-c1nnc(N2CCC(C(=O)NCCCN3CCN(C)CC3)CC2)s1	-5	1	-3	-1	-3	-0.7	-2	-1	0.1
4	O=C(c1cnccn1)N(c1ccccc1)C1(C(=O)NC2CCCCC2)CCCCC1	6	-1	10	-4	1	0.9	-4	6	0.0
5	COc1cccc(OCC(O)CN2CCC(Cc3ccccc3)CC2)c1 (stereo not given)	3	-4	4	-11	1	2.5	-5	0	0.0
6	CC1CC(=O)N(c2ccc(NCc3ccccc3Cl)c([N+](=O)[O-])c2)C1=O (stereo not given)	6	5	-1	-8	-1	2.6	-2	6	-1.2
7	COc1ccc(C(=O)N2CCN(c3ncccn3)CC2)cc1[N+](=O)[O-]	0	-3	-5	-2	-2	3.3	1	10	0.4
8	CC(C)NC(=O)c1ccc(C(C)C)cc1	-4	4	-11	-9	-7	1.8	1	14	0.3
9	COc1ccc(C2=NOC(C(=O)NCc3cccnc3)C2)cc1 (stereo not given)	3	-3	1	0	-5	-3.9	0	-5	-0.3
10	Cc1c2cccn2cc[n+]1C	-11	2	1	0	-4	0.0	3	5	0.1
11	Cc1ccc(OCC(O)CN2CCN(CC(O)COc3ccc(C)cc3Cl)CC2)c(Cl)c1 (stereo not given)	1	0	0	-4	-3	0.0	-2	-6	0.0
12	Cc1nnc(NC(=O)C2CCCCC2)s1	-12	2	4	3	-3	-0.5	-1	6	0.0
13	Cc1ccc2nc(CSc3nc(C)cc(C)c3C#N)[nH]c2c1	-7	0	7	-4	0	1.8	4	58*	0.0
14	S=C(Nc1ccc(Oc2ccccc2)cc1)N1CCN(c2ccccn2)CC1	5	2	-1	-1	1	1.6	-4	9	0.2
15	CC(C)C(=O)NNC(=O)CSc1nnc(-c2ccccc2)c(-c2ccccc2)n1	0	-2	-4	8	-5	1.9	3	0	-0.3

Just HCV core dimer and PREPL inhibitor (three entries from above):
no.	compound	HCV core dimer	PREPL inhibitor
10	Cc1c2cccn2cc[n+]1C	0	5
11	Cc1ccc(OCC(O)CN2CCN(CC(O)COc3ccc(C)cc3Cl)CC2)c(Cl)c1 (stereo not given)	-4	-6
12	Cc1nnc(NC(=O)C2CCCCC2)s1	3	6

(further entries)
#	mol	LYPLA2 inh	CTSL1 counter	GASC-1 inh	HCV core dimer	PP1 counter	PP5 inh	TPT1 inh	PREPL inhibitor	Efflux pump inh
16	O=C(NCc1ccc2c(c1)OCO2)c1cc(-c2ccccc2)c(N2CCOCC2)s1	2	1	3	10	5	0.4	0	14	0.0
17	Nc1cnccc1Oc1cccc(C(F)(F)F)c1	4	-1	2	5	-7	1.4	-3	0	0.1
18	O=C(c1ccc(Cl)nc1)N1CCN(C/C=C/c2ccccc2)CC1	8	5	-2	1	-2	-0.6	0	20	0.0
19	CCCn1c(N)c(N(CCOC)C(=O)c2ccccc2)c(=O)[nH]c1=O	-8	-3	8	-6	-1	0.6	-3	0	0.1
20	O=C(CN1CCN(Cc2ccccc2)CC1)NC(c1ccccc1)c1ccccc1	5	1	2	6	11	1.4	1	17	-0.1
21	Cc1ccc(NC(=O)COC(=O)c2nn(C)cc2Cl)cc1	-1	-2	19	0	6	-8.2	-4	12	0.0
22	CCOCCCNC(=O)c1ccc2c(c1)N(Cc1ccccc1)C(=O)CS2=O (stereo not given)	-7	-2	-8&-14	0	1	2.2	0	-3	-0.2
23	COc1ccc(C(=O)Oc2cc3c4c(c2)C(C)=CC(C)(C)N4C(=O)C3=O)cc1OC	-2	0	6	6	1	0.6	2	-2	0.1
24	Cc1cc(C)n(CC(=O)N2c3ccccc3Sc3ccccc32)n1	6	2	-27	-4	-3	-0.4	-4	-6	0.0
25	O=C(Nc1ccc(Cl)cc1)Nc1ccccc1CC[N+](=O)[O-]	0	0	10	-3	3	1.5	-5	-1	-0.1
26	O=C(NC1CCCC1)C1CC(=O)N(c2ccccc2)C1 (stereo not given)	-6	2	-16	-3	4	1.8	1	-1	0.1
27	CCC(C)(C)NC(=O)CC(c1ccc(OC)cc1)n1cccc1 (stereo not given)	9	1	-2	-3	-2	2.9	-1	17	-0.1
28	COc1ccc(CCN(C)C(=O)c2cncc(Br)c2)cc1OC	4	-1	-18	-13	-1	-0.3	-4	20	0.6
29	Cc1cc(C)c(NC(=O)c2ccc(CN3CCc4ccccc4C3)cc2)c(C)c1	4	3	60	6	5	4.5	-4	10	0.0
30	Cc1oc(-c2ccccc2F)nc1CSCC(=O)NCc1ccc2c(c1)OCO2	-1	-2	-59	-6	-2	1.8	3	-17	0.1
31	Cc1ccc(S(=O)(=O)c2cc3c(=O)n4ccccc4nc3n(C)c2=N)cc1C	3	-1	23	0	-1	0.5	0	-1	-0.1
32	COc1ccccc1NC(=O)CCNS(=O)(=O)c1ccc2c(c1)CCN2C(C)=O	-2	-2	-9	-1	-4	0.5	-2	2	0.1
33	O=C(Nc1nc2c(F)cc(F)cc2s1)C1COc2ccccc2O1 (stereo not given)	-11	-2	-15	16	3	0.0	13	6	0.4
34	Cc1ccc(C(C)C)c(O)c1	-1	7	-10	5	2	-1.6	0	3	0.0
35	CCC1CCCCN1CC(=O)Nc1ccc2c(c1)OCCO2 (stereo not given)	0	nt	nt	nt	-6	-0.4	nt	9	0.0
36	O=C(c1ccc2c(=O)n(Cc3ccc4c(c3)OCO4)c(=S)[nH]c2c1)N1CCCCC1	-1	5	-8	0	-1	-0.8	-1	8	-0.1
37	CCN(CC)CCn1c(=N)n(CC(O)c2ccco2)c2ccccc21 (stereo not given)	3	0	-4	0	-4	-0.4	1	37	0.1
38	COc1ccc(CN2CCN(c3ncccn3)CC2)c(OC)c1	3	0	0	2	-2	3.2	0	-4	0.1
39	C1CN(CCN2CCOCC2)CCN1	3	1	-3	6	-4	2.4	-3	-3	0.0
40	CCOC(=O)c1cnc2c(C)c(Cl)ccc2c1NCCCN1CCOCC1	-3	2	-5	10	-3	3.4	-2	-7	-0.1
41	COC(=O)C1=CN(Cc2ccccc2)C=C(C(=O)OC)C1c1ccc(OC)c(OC)c1	5	-1	1	3	-1	2.8	-3	-3	0.1
42	CC1CCCCN1CCCNC(=O)c1ccc(Br)cc1 (stereo not given)	0	0	6	10	-1	0.5	5	14	0.1
43	CCOC(=O)C1=C(C)Nc2nc(SCC)nn2C1c1ccc(OC)cc1 (stereo not given)	-6	3	7	-2	-2	-1.1	0	2	0.1
44	CN(CC(=O)Nc1ccccc1Oc1ccccc1)Cc1ccccc1F	-1	4	3	2	6	0.5	0	-14	0.1
45	Cn1ccnc1COc1ccc(/C=N/O)cc1	1	2	3	4	-2	-0.1	0	4	0.0
46	COc1ccc2c3c(cccc13)OC2=O	11	2	-2	1	-4	-1.8	-1	-2	-0.2
47	COc1cccc(NC(=O)CN2C(=O)NC3(CCc4ccccc43)C2=O)c1 (stereo not given)	2	nt	1	nt	-4	0.8	nt	-1	0.2
48	COCC(C)n1c(SCC(=O)NNC(=O)c2ccc(F)cc2)nc2ccccc2c1=O (stereo not given)	-4	-12	25	-7	-1	1.7	2	13	0.5
49	CC1OC(OC2C(CO)OC(OC3C(CO)OC(O)C(O)C3O)C(O)C2O)C(O)C(O)C1N[C@@H]1C=C(CO)[C@@H](O)C(O)[C@H]1O (stereo not given in full)	2	1	2	15	3	-2.9	2	-3	-0.1
50	Cc1ccc(C)c(N2CCN(C(=O)c3cc4ccccn4n3)CC2)c1	-1	0	0	18	-3	3.2	-7	4	0.1
51	CCOC(=O)C(NC(=O)CC)(Nc1sc(C)c(CC)c1C#N)C(F)(F)F (stereo not given)	7	1	i	-2	-3	2.2	-1	2	-0.3
52	CCOc1cccc(C(=O)N/N=C/c2coc3ccccc3c2=O)c1	5	-2	3	18	0	3.5	-3	-5	0.1
53	CN(C)Cc1ccccc1C1(O)c2ccccc2CSc2ccccc21 (stereo not given)	-7	-3	-17	2	-3	-1.5	5	-1	0.0
54	O=C(NCCN1CCCCC1)Nc1ccc(Cl)cc1	2	-2	6	-1	-1	-2.4	-5	4	-0.1
55	CC1CCN(C(=S)Nc2ccc(SC(F)F)cc2)CC1	0	7	-5	10	1	2.0	2	10	-0.1
56	O=C(CCC(=O)OCC(F)(F)C(F)F)Nc1ccccc1F	0	-1	10	3	0	1.3	-2	1	0.0
57	O=c1c([N+](=O)[O-])cc(C(F)(F)F)cn1Cc1cccc(Cl)c1	3	1	8	2	-3	4.6	0	3	-0.1
58	Cn1c(/C=N/NC(=O)c2ccccc2)nc2ccccc21	-3	7	-6	-7	-4	-1.1	-1	-28	-0.1
59	O=C1NN(c2ccc(F)cc2)C(=O)/C1=C/c1cccs1	-5	-2	3	0	-7	-1.5	5	-1	-0.1
60	COc1ccc(CNC(=O)c2cc(C3CC3)nc3c2cnn3C(C)C)cc1OC	-1	nt	-3	nt	1	1.9	nt	8	0.1
61	CCn1c(SCC(=O)Nc2cc(C)on2)nnc1-c1c[nH]c2ccccc12	-3	-5	-13	-9	1	2.7	0	-1	0.1
62	COC(=O)C1=CO[C@@H](O)C2C(CO)=CCC12 (stereo not given in full)	6	nt	0	nt	-4	-1.0	nt	12	0.2
63	CC(=O)Oc1ccc2nc(/C=C/c3ccccc3)oc(=O)c2c1	4	-5	10	-10	0	1.3	-5	20	0.1
64	C=CC(=O)N(CCC)C(c1ccccc1)c1ccccc1OC (stereo not given)	3	4	4	-6	6	0.8	0	19	nt
65	CC(=O)OC1COC(N2CCc3ccccc32)C(OC(C)=O)C1OC(C)=O (stereo not given)	1	0	-3	16	1	2.1	-2	-2	-0.1
66	O=C(NNC1CC(=O)N(c2ccc(Cl)cc2)C1=O)c1ccccc1Cl (stereo not given)	7	-4	3	1	-2	1.1	-1	5	0.2
67	Clc1cccc(NCc2cn3cccnc3n2)c1	-4	-2	-14	-1	-3	1.5	-1	-21	0.0
68	CCn1cc(CCC(=O)O)c(C)n1	-2	2	-6	1	0	-2.4	-7	-1	-0.1
69	CCN1CCC(C(N)=O)CC1	1	0	-11	-3	-5	-0.2	0	0	0.1
70	O=C(Nc1ccc(Cl)cc1)N1CCOCC1	4	-1	-10	-4	-2	2.4	-1	10	-0.1
71	CC(=O)c1sc(NC(=O)C2(F)C(F)(F)C(F)(F)C(F)(F)C(F)(F)C2(F)F)nc1C	-7	7	10	4	0	3.0	4	18	-0.1
72	Cc1cccc(NC(=S)N/N=C/c2ccc3c(c2)OCO3)c1	2	2	-2	7	2	5.3	-3	10	0.0
73	C=CCC(=O)N1CCCC(CCC(=O)NCc2ccccc2F)C1 (stereo not given)	0	-6	-19	-1	-1	-3.7	3	-1	-0.2
74	Cc1ccc(N(CC(=O)NCc2cccs2)S(=O)(=O)c2cccs2)cc1	0	-1	1	10	-3	1.3	7	-16	0.5
75	Cc1cc(C)c(C#N)c(N)n1	6	2	0	-2	-1	1.2	-2	-8	-0.1

Screening results as filed in PubChem.
